LDHA block = inhibitors of human lactate dehydrogenase A. purified LDHA, NADH/diaphorase-resazurin fluorescence; stronger effect = lower value. activity change, % (values are at about 110 or 230 µM). actives 0.15% (n = 480,000). P00338. AID 1347041; in the data active = activity change below about -30%; inconclusive = mostly about -25% to -30%;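 note: plate controls were DMSO wells for no effect and wells without enzyme for full effect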
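Human LDH5 (2 nM) was incubated with 0.06 mM NADH and 0.2 mM pyruvate for 5 min at room temperature in Tris pH 7.4. Remaining NADH was coupled through diaphorase/resazurin, and resorufin fluorescence was read at 0 and 20 min.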
* = called active by the depositor; ? = inconclusive; & = joins results of further samples. The list is partial; count on the stated rates, not on these rows.

SMILES	LDHA block
CC(C)CC1NC(=O)N(Cc2cc(F)cc3cccnc23)C1=O (stereo not drawn)	7
CC(=O)Nc1cc(F)c(F)cc1NC(=O)c1cc2ccccc2oc1=O	2
COc1ccccc1-c1cc(=O)c2cc(NS(=O)(=O)c3ccc(Cl)cc3)ccc2o1	4
CCOc1ccc2c(c1)CN(C(=O)CCc1ncc(-c3ccccc3)o1)CC2	-7
C/C=C/C(=O)OCc1nc2c(c(=O)[nH]c(=O)n2CCCC)n1CC	1
COP(=O)(OC)c1nc(-c2cccs2)oc1NCc1ccccc1	4
N#Cc1ccc(-c2ccc(OC(=O)CCC(=O)c3cccs3)cc2)cc1	6
N#Cc1nc(-c2cccs2)oc1NCCN1CCCCC1	2
CC(=O)Nc1cccc(-c2nc3cc(Cl)cc(Cl)c3o2)c1	1
CSc1nc(C)c(CCC(=O)NC(c2ccccc2)C(C)C)c(C)n1 (stereo not drawn)	8
O=C(O)c1cc(C(=O)O)c2sc(=O)[nH]c2c1	1
CC(C)NC(=O)N1Cc2cc(C(=O)NC3CCCCC3)nc(-c3cccc(-c4cccnc4)c3)c2[C@@H]1CCO	3
COc1ccc2nc(NS(=O)(=O)c3ccc(C)cc3)c(Nc3ccc4c(c3)OCO4)nc2c1	20
CCCc1nc2nc(C)cc(Nc3c(C)cc(C)cc3C)n2n1	1
COc1ccc(-c2nsc3c2NC(=O)CC3c2ccc(OC)cc2)cc1 (stereo not drawn)	0
O=C(CN1CCN(c2ccc([N+](=O)[O-])c3cnccc23)CC1)Nc1ccc(F)cc1	21
CCC(=O)Nc1ccc(-c2csc(NCCN(CC)CC)n2)cc1	-9
NC(=O)c1ccc(-c2nnn(CC(O)COCc3ccc(Cl)cc3)n2)cc1 (stereo not drawn)	1
O=C(CCn1nnc2ccccc21)OCC(=O)c1ccccc1	-3
Cc1ccc(NC(=O)CSC2=NC(C)(C)N=C2c2ccc(Cl)cc2)cc1C	4
O=C(Nc1ccc(Br)cc1)C1C2C3CCC(C3)C12 (stereo not drawn)	5
COc1ccc(/C=C(\C#N)C(=O)Nc2cccc(C(F)(F)F)c2)cc1OC	?
Cc1ccc(C)c(-c2cc3ccccn3c2)c1	7
Cc1cc(C(=O)NC2CCCc3ccccc32)c2ccccc2n1 (stereo not drawn)	-4
O=C(c1cccc(F)c1)N1CCN(Cc2cc(=O)n3ccsc3n2)CC1	?
COc1ccc(/C=C(\NC(=O)c2ccc(C)cc2)C(=O)NC(CC(C)C)C(=O)O)cc1 (stereo not drawn)	6
Cc1nc(-c2ccccc2)sc1C(=O)N1CCN(Cc2ccccc2F)CC1	2
O=c1cc(CN2CCN(CCO)CC2)c2cc(O)c(-c3ccccc3)cc2o1	7&11
Cc1ccc(/C(O)=C2\C(=O)C(=O)NC2c2ccc(Br)cc2)cc1 (stereo not drawn)	6
CCOCCOc1cccc(N)c1	?
Cc1nc2cc(NC(C)C(=O)Nc3ccc(OC(F)(F)F)cc3)ccc2o1 (stereo not drawn)	13
CCOC(=O)[C@]12CCCC=C1N(Cc1ccco1)C(=O)[C@H](CC(=O)NCC1CCCCC1)C2	-4
COc1cc(C(=O)COC(=O)COc2ccc(Cl)cc2)cc(OC)c1OC	2
O=C(NCc1ccccc1)c1nc(-c2cccc3[nH]ccc23)no1	4
Cc1cccc(OCCOC(=O)c2ccc3nccnc3c2)c1	1
COC(=O)c1cccc(NC(=O)CC2Sc3ccccc3NC2=O)c1 (stereo not drawn)	11
O=C(NC1CCCCCC1)c1cc2c(F)cccc2s1	0
Cc1noc(C(C)C)c1C(=O)NCc1ccnc(OC2CCCC2)c1	-6
CC(=O)N1CCN(C(=O)Cn2ccc3cc(OCc4ccccc4)ccc32)CC1	-1
CC1(c2nnnn2Cc2ccccc2)CCC(=O)N1Cc1cccs1 (stereo not drawn)	-3
CC1=C(C(=O)Nc2ccccc2)C(c2ccc(Br)cc2)N2C(=O)CSC2=N1 (stereo not drawn)	4
COc1ccc(NC(=O)C2CCC2)c2cccnc12	5
CC1CCc2c(c(-c3ccccc3)nc3ccc4ccccc4c23)C1 (stereo not drawn)	4
CCN(CC)C(CNS(=O)(=O)c1ccc(C#N)cc1)c1ccsc1 (stereo not drawn)	3
CC(C)(C)c1ccc(C(=O)C(=O)N(Cc2cccs2)C2CC2)cc1	1
Cc1ccc(-c2noc(CNC3CCCCC3)n2)cc1	4
COc1ccc(C)cc1NC(=O)c1cc(S(=O)(=O)N2CCc3ccccc32)cn1C	11
CN1/C(=C\C(=O)CN2CCN(C(c3ccccc3)c3ccccc3)CC2)C(C)(C)c2ccccc21	11
CN1CCC/C1=C\C(=O)c1ccccc1	4
Fc1ccccc1NCc1nnc2n1CCCCC2	-2
CCOC(=O)c1ccc(N2C(=O)c3n[nH]c(C)c3C2c2ccc(C(=O)OC)cc2)cc1 (stereo not drawn)	4
COC(=O)c1cccc(COC(=O)C2=NN(C3CCS(=O)(=O)C3)C(=O)CC2)c1 (stereo not drawn)	3
CCCNc1c(NC(=O)Cc2cccs2)c(=O)oc2ccccc12	-1
COc1cc(OC)cc(C2=Cc3ccccc3C(CC(C)=O)N2c2ccc(C#CC3(N)CCCCC3)cc2)c1 (stereo not drawn)	0
COc1ccc(C(=O)COC(=O)CCc2ccc(-c3ccccc3)o2)cc1	-1
Cc1ccc2c(CC(=O)OCC(=O)c3ccc4c(c3)OCO4)coc2c1	-2
Cn1c(=O)c2c(ncn2CCNc2cccc(Cl)c2)n(C)c1=O	-7
CCCCCCCCN1C(=O)[C@H](CC(=O)N2CCN(C(=O)c3ccco3)CC2)C[C@@]2(C(=O)OC)CCCCC=C12	3
COc1ccccc1N(Cc1cc2ccccc2[nH]c1=O)C(=O)c1ccccc1	9
COC(=O)C[C@H]1C=C[C@H](NC(=O)Nc2ccccc2)[C@@H](CO)O1	1

Going on with the list.
SMILES	LDHA block
COCCn1c(SC(C)C(=O)c2ccc(OC(F)F)cc2)nnc1-c1ccccc1 (stereo not drawn)	-2
O=C(O)c1cccc2c1C(=O)C(CC1CCCO1)N2 (stereo not drawn)	5
O=C(CSc1ncccn1)Nc1nc2ccccc2s1	6
C=C(C)CNC(=S)N/N=C/c1ccsc1	4
CCC(C)(CCN1CCOCC1)N(Cc1cc2ccccc2n(C)c1=O)C(=O)C1CCCCC1 (stereo not drawn)	-1
CCC(C(=O)Nc1cccc(Cl)c1)n1nc(-c2ccc(C)cc2)ccc1=O (stereo not drawn)	3
COc1cccc(CN(C)C(=O)CSc2nc(-c3cccs3)nc3ccccc23)c1OC	6
CC(=O)c1ccccc1NC(=O)CCc1ncc(-c2c(F)cccc2F)o1	-14
C1CCNC(CN2CCCC2)CC1 (stereo not drawn)	4
COc1cc(CCNC(=O)c2cc(=O)c3ccccc3o2)ccc1OC(F)F	?
O=C(Cn1cnc(S(=O)(=O)N2CCOCC2)c1)Nc1cccc(-c2ccno2)c1	-4
COc1ccccc1N1CCN(C(=O)COCC(=O)NCc2ccccc2)CC1	-1
CN(Cc1ccc(-c2ccc(Cl)cc2)o1)C(=O)CNC(=O)c1ccccc1F	-24
O=C(Nc1ccc2oc(-c3ccc(Br)cc3)nc2c1)c1ccc2c(c1)OCO2	-1
CC(C)NNC(=O)c1ccccc1	-10

An excerpt from above in order of number of heavy atoms, falling.
SMILES	LDHA block
CCCCCCCCN1C(=O)[C@H](CC(=O)N2CCN(C(=O)c3ccco3)CC2)C[C@@]2(C(=O)OC)CCCCC=C12	3
COc1cc(OC)cc(C2=Cc3ccccc3C(CC(C)=O)N2c2ccc(C#CC3(N)CCCCC3)cc2)c1 (stereo not drawn)	0
COc1ccc2nc(NS(=O)(=O)c3ccc(C)cc3)c(Nc3ccc4c(c3)OCO4)nc2c1	20
COc1cccc(CN(C)C(=O)CSc2nc(-c3cccs3)nc3ccccc23)c1OC	6
CCOC(=O)c1ccc(N2C(=O)c3n[nH]c(C)c3C2c2ccc(C(=O)OC)cc2)cc1 (stereo not drawn)	4
COc1ccccc1-c1cc(=O)c2cc(NS(=O)(=O)c3ccc(Cl)cc3)ccc2o1	4
O=C(Cn1cnc(S(=O)(=O)N2CCOCC2)c1)Nc1cccc(-c2ccno2)c1	-4
O=C(Nc1ccc2oc(-c3ccc(Br)cc3)nc2c1)c1ccc2c(c1)OCO2	-1
Cc1ccc(NC(=O)CSC2=NC(C)(C)N=C2c2ccc(Cl)cc2)cc1C	4
Cc1ccc2c(CC(=O)OCC(=O)c3ccc4c(c3)OCO4)coc2c1	-2
CC1(c2nnnn2Cc2ccccc2)CCC(=O)N1Cc1cccs1 (stereo not drawn)	-3
CCN(CC)C(CNS(=O)(=O)c1ccc(C#N)cc1)c1ccsc1 (stereo not drawn)	3
Cc1cccc(OCCOC(=O)c2ccc3nccnc3c2)c1	1
O=C(NC1CCCCCC1)c1cc2c(F)cccc2s1	0
COc1ccc(NC(=O)C2CCC2)c2cccnc12	5
Cc1ccc(C)c(-c2cc3ccccn3c2)c1	7
O=C(O)c1cc(C(=O)O)c2sc(=O)[nH]c2c1	1
CN1CCC/C1=C\C(=O)c1ccccc1	4
C1CCNC(CN2CCCC2)CC1 (stereo not drawn)	4

(more compounds)
SMILES	LDHA block
CC(C)(C)OCC(O)CN(CCO)CC(O)Cn1ccc2ccccc21 (stereo not drawn)	7
CCC(=O)N1Cc2cc(C(=O)NCCOC)nc(-c3cccc(-c4ccc(C#N)cc4)c3)c2[C@H]1CCO	0
Cc1cc(C)c2c(=O)cc(C(=O)N(Cc3cccs3)C3CCS(=O)(=O)C3)oc2c1 (stereo not drawn)	5
CC(C)CCNc1nc(C(=O)OC(C)C(=O)NC(=O)NC2CC2)cs1 (stereo not drawn)	9
CCCC(=O)Nc1oc2c(C)cccc2c(=O)c1-c1ccccc1	-2
CC(C)Cc1nc(NCCO)c(C#N)c2c1CCCC2	-4
COc1cc(NC(=O)C2CCCN2C(=O)C23CC4CC(CC(C4)C2)C3)c(OC)cc1Cl (stereo not drawn)	0
COc1ccc2ccccc2c1C=C(C#N)c1ccccn1	-3
COc1ccc(-c2nc(CSCC(=O)N3CCc4ccccc43)co2)cc1	0
N#CCCNC(=O)COC(=O)c1ccccc1-c1ncc(-c2ccc(F)cc2)o1	3
Cc1c(F)cc(C(N)=O)cc1NS(=O)(=O)c1cccc(Cl)c1C	3
Cc1csc(CNc2ncnc3cc(-c4ccc5c(c4)OCO5)ccc23)n1	14
CN(C)CCNC1CCN(C)CC1	-3
CC(C)c1nnc2ccc(N3CCC(C(=O)O)CC3)nn12	-5
CCCCCn1c(COc2ccccc2Cl)n[nH]c1=S	?
CC(Sc1n[nH]c(=O)n1CCc1ccccc1)C(=O)c1cccc(Cl)c1 (stereo not drawn)	-2
Cc1c(Cl)cccc1NC(=S)NCCSc1ccc(Cl)cc1	5
CC(C)(C)NC(=O)c1ccc(NC(=O)C2CCCC2)cc1	8
CC(=O)NC12CC3CC(C1)CC(C(=O)NCc1cccc(Cl)c1)(C3)C2	0
Cc1oc2cc(OCC(=O)NCCC(=O)O)ccc2c(=O)c1-c1ccc(Cl)cc1	8
CCN1C(=O)C2(C(=C(O)c3ccc4c(c3)OCCO4)C(=O)C(=O)N2CCOC)c2ccccc21 (stereo not drawn)	5
Cc1ccc(CNC(=O)Cn2cc(C#N)c3ccccc32)cc1	11
CC(C)(C)C(=O)NCCC(=O)NCc1cccc(NC(=O)C2CCCC2)c1	2
Cc1c(Cl)cccc1NC(=O)CSc1nnc2[nH]c(=O)c(Cc3ccccc3)nn12	-4
CCN(C1CC1)S(=O)(=O)c1cccc2cc(C)cnc12	-3
CCN1CCC(N(Cc2ccco2)C(=O)Nc2cc(Cl)ccc2C(=O)OC)CC1	2
CCOc1ccc(NC(=O)C(C)Oc2ccccc2OC)c2cccnc12 (stereo not drawn)	-21
CC(C)N(CCNC(=O)CCc1ncc(-c2ccc(Cl)cc2)o1)C(C)C	-10
O=C(Nc1ccccc1C(=O)OCC(=O)N1CCc2ccccc21)c1ccc([N+](=O)[O-])cc1Cl	4
Cn1c(=O)c2c(ncn2CCCOc2ccccc2)n(C)c1=O	-2
O=C(COC(=O)c1ccccc1Sc1ccc(C(F)(F)F)cc1[N+](=O)[O-])NC1CCCc2ccccc21 (stereo not drawn)	8
Cc1ccc(S(=O)(=O)N2CCCc3ccccc32)c(C)c1	5
CCNC(=O)NC(=O)COC(=O)c1c[nH]c2ccccc12	2
COC(=O)c1ccc(CNC(=O)COC(=O)Cc2ccc(Cl)cc2)cc1	-19
Cn1c(=O)n(C)c2cc(Sc3ccccc3Cl)c(NC(=O)C(C)(C)C)cc21	4
Cn1nnnc1-c1cccc(NC(=O)c2ccc3[nH]c4c(c3c2)CCCC4)c1	9
CSCCC(C(=O)NC1CCCC1)n1c(-c2ccccn2)nc2ccccc21 (stereo not drawn)	0
O=C(O)C(c1c[nH]c2ccc(Br)cc12)N1CCN(Cc2cccs2)CC1 (stereo not drawn)	-8
CCNc1nc(-c2ccc(Br)cc2)cs1	2
Cc1ccc2c(=O)c(S(=O)(=O)c3ccccc3)cn(CC(=O)Nc3ccc4c(c3)OCCO4)c2n1	5
CC(C)c1ccc(S(=O)(=O)N2CCN(CCS(=O)(=O)CCC(N)=O)CC2)cc1	0
COc1ccc(/C=C2\Oc3c(ccc(OS(C)(=O)=O)c3C)C2=O)cc1	5
Cc1ccc(NC(=O)c2ccccc2NCC(=O)N2CC(=O)Nc3ccccc32)cc1	8
CC(NC(=O)CCc1ncc(-c2ccccc2Cl)o1)c1ccc(S(N)(=O)=O)cc1 (stereo not drawn)	7
c1ccc(-c2nc3ccccc3s2)cc1	-3
Cc1ccc(C)c(S(=O)(=O)Nc2nc3ccccc3nc2Nc2ccc(F)cc2)c1	-3
O=C(NC(Cc1ccccc1)c1ccccc1)C1CCCO1 (stereo not drawn)	6
O=C(OCc1ccccc1)c1nc2ccccc2nc1N1CCN(c2ccccc2)CC1	-1
Cc1ccc2oc(-c3ccc(Cl)c(NC(=O)c4cc([N+](=O)[O-])ccc4N4CCOCC4)c3)nc2c1	-1
NS(=O)(=O)c1ccc(-c2ccc(/C=N/Nc3ccc([N+](=O)[O-])cc3)o2)cc1	3
CCCCNC(=O)CSCc1nc(-c2ccc(OC)c(OC)c2)oc1C	6
Cc1nc2cc(NC(=O)COc3cccc(F)c3)ccc2o1	-3

Screening results as filed in PubChem.
